Source: PubChem BioAssay (several laboratories)
CRFBP-R2 agonist = agonists of human CRF-binding protein/CRF-R2 receptor complex; activation, % at 13.2 µM; 0.46% of 350,000 active; HEK293 CRF-R2/CRF-BP, calcium dye fluorescence (FLIPR); percent of saturating CRF peptide response; AID 588473;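 active = activation of at least 50%, plus an integration ratio under a set limit after plate pattern correction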;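 also: plate controls were neutral control wells without compound for no effect and CRF at EC100 for full effect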
IDE cell activ = boosts human insulin-degrading enzyme activity in HEK cells | P14735 | FAbeta-B cleavage, fluorescence polarization; 0% vehicle, 100% cell-free pure enzyme wells | activation, % at 5.96 µM | 0.073% of 340,000 active | AID 493087;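 active = activation above the mean of all tested compounds plus 3 SD, set per screening campaign, cut at about 17% in these data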
GalR3 antagonist = human GalR3 antagonism | O60755 | HEK293 GalR3-CNG cAMP membrane potential fluorescence; galR3 body fused to GalR1 C-terminus | inhibition, % at 3 µM | 0.44% of 360,000 active | AID 651719;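 active = inhibition above the screen-wide average plus 3 SD, cut at about 13% in these data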;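 also: forskolin and galanin both at EC90 stimulate the cells; cAMP rise reported by CNG channel membrane potential dye signal; 0% = forskolin plus galanin with DMSO and 100% = forskolin alone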
PHOSPHO1 block = PHOSPHO1 (human) inhibition. Q8TCT1. recombinant PHOSPHO1, absorbance phosphatase assay. inhibition, % at 13.3 µM. 1.1% of 290,000 active; in the data active = inhibition above about 60%
MEKK3 PB1 HTS = MEKK3-MEK5 PB1 interaction, increase or decrease; Q99759; bead-based flow cytometry, Alexa488-MEK5 binding to MEKK3; actives lie on both sides; 0 = blocked by unlabeled MEK5, 100 = vehicle; binding response (% of control), % at 10 µM; 1.4% of 290,000 active; AID 1529;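 active = binding response more than 3 SD above or below the average of its plate-row segment, actives on both sides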;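 also: Alexa488 bead fluorescence after subtracting the streptavidin-only scavenger bead signal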
IDE inh = inhibitors of human insulin-degrading enzyme in cells. inhibition, % at 5.59 µM. 0.41% of 320,000 active. P14735. HEK cells, FAbetaB cleavage, fluorescence polarization;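 active = percent inhibition above the average of all tested compounds plus 3 SD, set per screening campaign, cut at about 16% in these data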;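 also: IDE supplied by intact live HEK cells; FP after avidin binding of uncleaved biotin substrate so inhibition keeps polarization high; 0% = DMSO wells and 100% = 60 µM reference IDE inhibitor Ii1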
p-CIP stab down = lowers stability of the mouse p/CIP coactivator protein; decrease of EGFP signal, % at 10 µM; Q05BA5; AID 1984; F442A p/CIP-EGFP cells, EGFP fluorescence, 16 h; 0.01% of 290,000 active;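 active = EGFP signal decrease of at least 30% at 10 µM or well 3 SD below plate mean, unless failing retest; inactive = the rest, including hits failing retest or dose response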; also: some compounds called inactive have numbers as strong as hits; many of its hits are not listed in these tables
Target sequence (Q05BA5 1-1403): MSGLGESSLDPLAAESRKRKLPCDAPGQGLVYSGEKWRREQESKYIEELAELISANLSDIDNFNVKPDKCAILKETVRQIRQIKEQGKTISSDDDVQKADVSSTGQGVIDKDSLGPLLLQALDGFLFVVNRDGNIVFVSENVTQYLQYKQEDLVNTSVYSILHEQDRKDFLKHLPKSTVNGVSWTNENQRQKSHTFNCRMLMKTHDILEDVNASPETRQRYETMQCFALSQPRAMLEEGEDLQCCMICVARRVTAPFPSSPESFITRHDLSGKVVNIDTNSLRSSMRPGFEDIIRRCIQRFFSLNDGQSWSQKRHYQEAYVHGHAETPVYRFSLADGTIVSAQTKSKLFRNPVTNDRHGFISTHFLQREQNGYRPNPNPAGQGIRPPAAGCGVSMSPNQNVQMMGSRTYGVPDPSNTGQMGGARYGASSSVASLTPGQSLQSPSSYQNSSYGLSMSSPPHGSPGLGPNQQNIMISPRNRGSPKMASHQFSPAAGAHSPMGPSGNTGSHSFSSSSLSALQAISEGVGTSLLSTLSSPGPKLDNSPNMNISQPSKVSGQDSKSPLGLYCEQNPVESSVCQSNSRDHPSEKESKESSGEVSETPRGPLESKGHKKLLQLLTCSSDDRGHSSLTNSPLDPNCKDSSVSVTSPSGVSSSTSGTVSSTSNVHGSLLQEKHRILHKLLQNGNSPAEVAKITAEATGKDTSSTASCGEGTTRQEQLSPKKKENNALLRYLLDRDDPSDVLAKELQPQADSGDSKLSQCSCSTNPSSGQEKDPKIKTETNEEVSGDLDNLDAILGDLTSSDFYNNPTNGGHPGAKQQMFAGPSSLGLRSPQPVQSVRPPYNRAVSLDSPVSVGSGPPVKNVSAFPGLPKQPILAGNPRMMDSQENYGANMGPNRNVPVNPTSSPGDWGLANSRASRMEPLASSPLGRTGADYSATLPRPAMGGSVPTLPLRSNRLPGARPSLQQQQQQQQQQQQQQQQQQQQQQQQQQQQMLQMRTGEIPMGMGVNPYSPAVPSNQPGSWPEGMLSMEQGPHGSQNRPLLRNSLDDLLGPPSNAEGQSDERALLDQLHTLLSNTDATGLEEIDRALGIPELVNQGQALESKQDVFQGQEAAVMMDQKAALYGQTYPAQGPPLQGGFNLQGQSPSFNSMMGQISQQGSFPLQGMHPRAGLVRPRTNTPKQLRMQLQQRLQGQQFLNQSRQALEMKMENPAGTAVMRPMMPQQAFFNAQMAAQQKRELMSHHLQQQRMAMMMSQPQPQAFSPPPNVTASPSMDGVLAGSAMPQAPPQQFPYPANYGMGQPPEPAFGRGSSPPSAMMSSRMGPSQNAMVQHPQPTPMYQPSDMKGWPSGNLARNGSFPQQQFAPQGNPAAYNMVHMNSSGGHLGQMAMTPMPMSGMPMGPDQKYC
CRFR2-BP antag = blocks CRF-induced signaling of the CRF-BP/CRF-R2 complex; HEK293 CRF-R2/CRF-BP, CRF-induced calcium fluorescence; inhibition, % at 11.8 µM; 0.59% of 350,000 active;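 active = inhibition of the ligand-induced calcium signal above about 50% at the single tested concentration, limit read from the data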
M4 PAM = potentiates acetylcholine response at human M4 receptor; AID 624126; 0.4% of 360,000 active; CHO-K1 hM4/Gqi5, Fluo-8 calcium fluorescence, ACh EC20; 0% = ACh EC20, 100% = maximal ACh; P08173; activation, % at 3 µM;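 active = activation above its plate's cutoff, the mean activation of sample wells plus 3 SD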; also: some results filed as inactive read as strong as hits
* marks the source's active call; other numbers are inactive results; / = not tested or not shown; [ ] = remark or other dose. An unsorted share of the library. Share with any hit: about 4.2%.

SMILES	CRFBP-R2 agonist	IDE cell activ	GalR3 antagonist	PHOSPHO1 block	MEKK3 PB1 HTS	IDE inh	p-CIP stab down	CRFR2-BP antag	M4 PAM
Cc1ccc2c(c1)C(c1ccc(F)cc1)N(C(=O)c1ccc(S(=O)(=O)N(C)C)cc1)CC(=O)N2 (stereo unspecified)	-1.0	5	-4	31	105	1	13	1	-1
O=C1CC(SC(=NCc2ccc3c(c2)OCO3)Nc2ccccc2)C(=O)N1 (stereo unspecified)	-1.5	0	-3	-51	101	3	6	12	13
Cn1c(N)c(C(=O)CCl)c(=O)n(C)c1=O	-1.5	1	-6	19	108	-2	7	4	9
C=CCNC(=O)O/N=C/c1csc([N+](=O)[O-])c1	0.5	/	-6	1	91	-6	-4	31	-5
CS/C(=N\N(C)C(N)=O)c1ccccc1	1.8	1	-9	-4	98	8	2	-16	-2
COc1ccc(OCC(=O)NNC(=O)C2CCCO2)cc1 (stereo unspecified)	-1.8	5	10	5	99	1	2	22	1
CC(C(=O)Nc1sc2c(c1C(=O)NCc1ccco1)CCCC2)N1C(=O)c2ccccc2C1=O (stereo unspecified)	6.0	3	-3	10	107	-4	3	17	-3
Cc1ccc(C)c(NNC(=O)C(=O)NNc2cc(C)ccc2C)c1	-1.5	/	-6	44	89	0	-14	-2	-2
N#C/C(=C/c1cccc(C(F)(F)F)c1)c1nc(CCN2C(=O)c3ccccc3C2=O)cs1	3.4	-1	-6	3	97	0	-8	2	-1
CCOC(=O)C1CCCN(C(=O)c2ccc(OCC)cc2)C1 (stereo unspecified)	-0.6	2	-4	5	100	1	-4	5	3
CCc1cc(-c2[nH]ncc2-c2ccc3c(c2)OCO3)c(O)cc1O	-3.0	4	-1	29	79	2	-12	-57	1
CN(C)CCCN(C(=O)c1ccc([N+](=O)[O-])s1)c1nc2cc3c(cc2s1)OCCO3	-1.5	0	-1	48	102	4	-8	-22	4
COc1cc2[nH]c(=S)n(CCCN3CCOCC3)c(=O)c2cc1OC	-7.2	3	1	38	96	-2	9	2	8
C=CCn1c(SCC(=O)NCCc2ccccc2)nnc1C1CC1	-2.2	3	1	/	/	4	/	2	-3
O=C(O)c1cccc(CN2C(=O)CSC2=O)c1	-0.4	8	-5	15	104	-8	-8	6	5

Single records, from the list above.
Record of `CN(C)CCCN(C(=O)c1ccc([N+](=O)[O-])s1)c1nc2cc3c(cc2s1)OCCO3` → CRFBP-R2 agonist = -1.5; IDE cell activ = 0; GalR3 antagonist = -1; PHOSPHO1 block = 48; MEKK3 PB1 HTS = 102; IDE inh = 4; p-CIP stab down = -8; CRFR2-BP antag = -22; M4 PAM = 4
Record of `O=C(O)c1cccc(CN2C(=O)CSC2=O)c1` → CRFBP-R2 agonist = -0.4; IDE cell activ = 8; GalR3 antagonist = -5; PHOSPHO1 block = 15; MEKK3 PB1 HTS = 104; IDE inh = -8; p-CIP stab down = -8; CRFR2-BP antag = 6; M4 PAM = 5
Record of `C=CCNC(=O)O/N=C/c1csc([N+](=O)[O-])c1` → CRFBP-R2 agonist = 0.5; IDE cell activ = /; GalR3 antagonist = -6; PHOSPHO1 block = 1; MEKK3 PB1 HTS = 91; IDE inh = -6; p-CIP stab down = -4; CRFR2-BP antag = 31; M4 PAM = -5

Following part.
SMILES	CRFBP-R2 agonist	IDE cell activ	GalR3 antagonist	PHOSPHO1 block	MEKK3 PB1 HTS	IDE inh	p-CIP stab down	CRFR2-BP antag	M4 PAM
O=C1C(=O)N(CCS(=O)(=O)c2ccccc2)c2ccc(F)cc21	-1.1	0	-2	7	99	10	4	-2	-6
CC(N)(C(=O)O)c1cccc(OCc2cccc(Cl)c2)c1 (stereo unspecified)	2.8	9	-4	22	98	4	2	2	-3
COc1ccc(C(CNC(=O)c2ccc(S(=O)(=O)Nc3ccccc3C)cc2)N2CCOCC2)cc1 (stereo unspecified)	0.1	-2	-4	/	/	3	/	-6	-2
CC1CCN(C(=O)c2ccc(S(=O)(=O)NCc3ccco3)cc2)CC1	-0.4	0	-11	2	101	4	-10	-6	13
CCCC(=O)NNC(=O)Nc1ccccc1	-0.1	7	/	32	96	2	-12	9	6
Cc1c(C)n(CC(O)CNc2ccccc2)c2ccccc12 (stereo unspecified)	-0.7	2	-2	32	106	3	-10	-6	5
CCCC(=O)Nc1c(-c2ccc(C)cc2)c(=O)c2ccccc2n1C	-0.4	5	-7	23	109	/	0	8	9
Cc1nnc(SCC(=O)Nc2nccs2)s1	-0.2	3	-1	14	97	-1	-5	-3	1
Cc1ccccc1S(=O)(=O)Cc1ccc(C(=O)O)o1	-1.2	5	0	21	80*[inhibitor]	-1	2	-11	1
CCN(CC)CCN(C)c1ccc(N2C(=O)C3CC=CCC3C2=O)cc1[N+](=O)[O-] (stereo unspecified)	-0.5	4	0	11	101	0	12	18	-8
COc1ccc(NC(=O)CSc2nc3ccccc3c(=O)n2CCCN2CCOCC2)c(OC)c1	-1.4	-1	-4	34	107	1	-22	10	-1
CCOc1ccccc1NC(=O)c1csc(C)c1C	-2.3	0	-4	36	103	-4	4	16	-1
C=CCn1c(SCC(=O)NC2CCCC2)nc2scc(-c3ccco3)c2c1=O	1.2	-1	-1	-38	94	7	-9	40	13
COc1ccc(C(=O)OCC(=O)Nc2c(C)cccc2C)c(OC)c1OC	-0.5	5	-10	49	105	0	-5	-8	-4
Cc1csc(NC(=O)C2CCCC2)n1	1.5	9	-4	0	96	4	6	3	-2
COC(=O)c1ccc(N2C(=O)C3CC(C)=C(C)CC3C2=O)cc1 (stereo unspecified)	0.5	5	-2	0	102	4	-3	-2	-1
COc1ccccc1CC(=O)Nc1cc(OC)c(NC(=O)c2ccccc2)cc1OC	-1.2	4	-4	20	97	5	8	-11	-1
Cn1c(Cc2ccccc2)nnc1SCC(=O)N1CCCCC1	0.0	4	-4	-8	95	-1	5	5	11
CCCCOP(=O)(c1ccc(N(C)C)cc1)C(O)c1cc(OC)ccc1OC (stereo unspecified)	3.4	-3	-10	39	100	-14	-1	14	2
COc1ccc(CCN2C(=NC(=O)CCC(=O)O)SC3CS(=O)(=O)CC32)cc1OC (stereo unspecified)	-1.3	0	-4	1	96	-2	-12	0	6
CC(=O)Nc1ccccc1OC(C)C(=O)NC(C)c1ccc(F)cc1 (stereo unspecified)	1.9	4	3	1	91	3	-8	-10	0
O=C(CSc1nnc(Cc2cccs2)n1Cc1ccco1)Nc1ccc(Cl)cc1Cl	0.9	2	-7	27	95	1	0	-1	-3
CC(=O)Nc1ccc(S(=O)(=O)C(C#N)c2nc3ccccc3nc2NCCCO)cc1 (stereo unspecified)	-0.3	5	-3	16	104	-3	-8	-1	7
Cc1cc(C)c2cc(C#N)c(N3CCNCC3)nc2c1	-1.2	/	-9	/	/	/	/	2	1
COc1cc(/C=C2\C=CC(=O)O2)cc(OC)c1	-0.9	2	-11	27	104	1	-12	1	-4
CC1(C)CC(=O)C(C=NCCN2CCN(C(=O)c3ccccc3)CC2)=C(O)C1	-2.6	2	-4	-16	100	-3	4	1	-7
COc1ccc(NC(=S)N2CCC(c3nc4ccccc4o3)CC2)c(OC)c1	-0.9	5	-10	-42	104	2	-2	2	-3
COc1ccccc1C(=O)Nc1ccc(Oc2nnc(-c3ccc(C)cc3)c3ccccc23)cc1	-0.5	-2	-5	-4	99	1	3	9	5
COc1ccc(-c2cnc(N)nc2-c2ccc(OCc3ccccc3)cc2O)cc1	0.4	8	-1	34	92	0	-8	5	-9
Cc1cc(NC(=O)CSc2sc3c(O)cc(=O)[nH]c3c2C#N)ccc1Br	0.3	2	-8	-4	100	7	-3	2	-8
O=C1Nc2ccc(F)cc2C12OCCO2	1.8	2	-4	23	99	1	14	-5	0
CCOC(=O)CC1COCCN1C(=O)CCc1nnc(-c2ccsc2)o1 (stereo unspecified)	-1.8	5	-3	10	95	2	-6	-10	0
CCN(Cc1ccccc1)C(c1ccncc1)c1nnnn1C(C)(C)C (stereo unspecified)	-1.3	1	-2	-3	96	-1	8	22	-8
Cc1ccc2nc(NC(=O)CSCc3ccccc3)sc2c1	-0.7	3	-8	10	106	1	4	-13	0
O=[N+]([O-])c1cccc(/C=C2\CCc3cnn(C4CCS(=O)(=O)C4)c32)c1 (stereo unspecified)	-0.1	/	-5	/	/	/	/	17	2
CCP(=O)(c1cccc([N+](=O)[O-])c1)c1cccc([N+](=O)[O-])c1	0.5	10	-4	44	92	3	-7	-7	10
COc1cc(/C=C2\SC(=Nc3ccc(O)cc3)NC2=O)cc(OC)c1OC	-5.0	/	4	-2	104	-3	-7	18	/
O=C(O/N=C1\CCCc2ccccc21)c1ccc(F)cc1	-0.8	5	-5	5	110	2	-11	-3	12
COc1ccc(OC)c(-c2nn(-c3ccccc3)cc2C(=O)NCC2CCCO2)c1 (stereo unspecified)	-0.9	3	1	15	99	4	0	-5	3
Nc1ccc(S(=O)(=O)Nc2cc(Cl)c(N)c(Cl)c2)cc1	-3.3	1	-9	/	/	/	/	-2	0
CCSc1ncc(Cl)c(C(=O)Nc2ccccc2Cl)n1	-0.6	-6	-6	20	93	5	8	-2	8
CCCCCCCCOC(=O)C[N+](C)(C)C/C=C(/C)Cl	-1.1	-1	-2	-12	100	0	-22	11	-15
CNC(=O)CSc1nnnn1-c1ccc(C)cc1C	-1.5	-3	-5	-6	105	6	8	-5	-8
Cc1ccc(CNC2=NCCCCC2)n1C	-0.5	-1	-1	6	100	-4	-8	-14	8
CCC(C)(C)C1CCC2(CC1)NC(=O)N(CC(=O)NC(C)CCc1ccccc1)C2=O (stereo unspecified)	-0.2	3	-3	/	/	/	/	-29	7
Cc1[nH]nc(SCC(=O)NCC(C)C)c1[N+](=O)[O-]	-0.3	-1	-3	-8	106	1	-9	-5	-8
COC(=O)c1ccc(Sc2ccccc2NS(=O)(=O)c2ccc(C)cc2)nc1	-1.0	1	-4	24	103	4	1	25	0
CCCCCCCc1c(O)nc(SCC(=O)O)[nH]c1=O	1.8	3	-2	25	105	1	-6	4	5
CCn1c(/C=C/c2ccccc2)nc2ccccc2c1=O	-4.0	4	-6	37	114	2	-10	10	13
OCC[C@@H]1NCc2cc(CO)cc(-c3ccccc3)c21	1.5	3	-8	/	/	/	/	19	1
C=CCn1c(SCc2cc(=O)n3cc(C)ccc3n2)nnc1-c1ccc(F)cc1	6.5	-2	6	-5	103	1	-13	0	7
COc1cc(/C=N/NC(=O)C(Cc2c[nH]c3ccccc23)NC(=O)OCC(C)C)cc([N+](=O)[O-])c1O (stereo unspecified)	-1.1	1	2	-12	103	-4	0	11	-10
O=C(CSc1nc(NS(=O)(=O)c2ccccc2)cc(=O)[nH]1)Nc1ccc(F)cc1	0.0	-2	-1	12	119	2	-1	14	4
COc1cccc(NC(=O)COC(=O)CCCC2=NS(=O)(=O)c3ccccc3N2)c1	4.1	4	-9	7	101	-4	-14	-24	2
Cc1nn(C(C)(C)C)c(OC(=O)CC(C)C)c1S(=O)(=O)c1ccccc1	4.7	1	-9	33	105	-1	-2	8	-4
COc1ccccc1Cn1c(=S)[nH]c2cc(C(=O)NCC3CCCO3)ccc2c1=O (stereo unspecified)	-2.9	-1	0	2	101	2	-8	-11	-19
O=C(/C=C/c1cccs1)N1CCC2(CC1)Oc1ccc(Cl)cc1C(=O)C21CC(c2cccnc2)=NO1 (stereo unspecified)	2.4	-4	-3	40	83	2	2	-9	-9
COc1ccc(N2CC(NS(=O)(=O)c3ccc4ccccc4c3)CC2=O)cc1OC (stereo unspecified)	0.2	0	2	/	/	2	/	-7	2
CCC(c1nnnn1CCOC)N1CCN(Cc2ccccc2)CC1 (stereo unspecified)	-2.0	3	1	-11	99	3	-8	23	14
